Screens (PubChem BioAssay)
IMPase cell inh: qHTS Assay for Identifying the Cell-Membrane Permeable IMPase Inhibitors | AID 901, 2007 | inhibition (IP1 accumulation), % at 46.1 µM | Inositol monophosphatase 1 (Rattus norvegicus), P97697 | CHO-M1 cells, IP1 accumulation, HTRF TR-FRET ratio | 120,000 tested, under 10 active; active means well fitted curve in the direction sought with a large enough effect in the signal ratio, not every such curve was filed as active; inconclusive means small, poorly fitted or top-dose-only effect, or a change in a side signal; inactive means no such curve, though single readings can be large or run the other way; the % refers to the signal ratio;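 further: cells stimulated with carbachol in lithium chloride buffer; plate controls were DMSO basal wells for no effect and reference inhibitor wells for full effect; higher means more IMPase inhibition seen as more IP1 and lower FRET ratio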
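The IP-One HTRF competitive assay in carbachol-stimulated CHO-M1 cells quantifies cellular IP1. Compounds spanned up to 46 uM final, and activity is expressed as AC50 from concentration-response fits of the ratio and donor data.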
ALOX12 inhib: qHTS Assay for Inhibitors of 12-hLO (12-human lipoxygenase) | Potency, µM (doses to about 57.1 µM), without a hit: at the highest dose activity change, negative = inhibition, actives largely listed as inhibitors | 0.12% of 150,000 active | purified 12-hLO, xylenol orange hydroperoxide absorbance; further: potency means the concentration at half of the fitted maximal effect; nearly all actives have a fitted effect of over 55% in size; many of its hits are not listed in these tables
Target sequence (P18054 whole entry, looked up): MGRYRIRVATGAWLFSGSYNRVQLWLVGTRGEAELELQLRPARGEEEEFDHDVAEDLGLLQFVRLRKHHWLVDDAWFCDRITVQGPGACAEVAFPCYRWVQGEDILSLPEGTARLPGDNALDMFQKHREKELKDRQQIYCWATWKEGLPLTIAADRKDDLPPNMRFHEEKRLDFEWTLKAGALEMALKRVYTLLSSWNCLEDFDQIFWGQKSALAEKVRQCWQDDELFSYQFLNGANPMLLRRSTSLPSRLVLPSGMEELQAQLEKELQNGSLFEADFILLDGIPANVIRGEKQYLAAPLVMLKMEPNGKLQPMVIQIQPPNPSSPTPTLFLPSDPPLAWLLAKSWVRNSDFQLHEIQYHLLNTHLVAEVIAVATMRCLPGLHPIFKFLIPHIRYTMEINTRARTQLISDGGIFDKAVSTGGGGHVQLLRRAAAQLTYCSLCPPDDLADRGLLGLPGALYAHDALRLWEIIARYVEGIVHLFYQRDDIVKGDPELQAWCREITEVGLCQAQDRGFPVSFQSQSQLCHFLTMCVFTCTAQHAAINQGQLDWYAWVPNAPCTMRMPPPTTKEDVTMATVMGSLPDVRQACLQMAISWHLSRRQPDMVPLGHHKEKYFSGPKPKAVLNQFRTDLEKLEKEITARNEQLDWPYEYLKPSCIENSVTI
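Xylenol orange chromogenic assay: hydroperoxide from 12hLO oxidises Fe(II), giving red-shifted Fe(III)-XO absorbance. Conditions: 150 nM enzyme, 40 uM arachidonic acid, 25 mM Hepes pH 7.0, 0.01% Triton X-100, 30 min, room temperature.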
PNC assembly inh: High Content Assay for Compounds that inhibit the Assembly of the Perinucleolar Compartment; AID 2417, 2010; 3.1% of 140,000 active; PC3M PTB-GFP, PNC prevalence imaging, 16 h; hits give low values; activity change (PNC), negative = inhibition, % at 10 µM;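 active means readout at or below -70, meaning at least 70% loss of cells showing the perinucleolar compartment, a nuclear body marking cancer cells; inconclusive means readout between -30 and a set limit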;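 further: plate controls were DMSO wells for no effect and camptothecin positive control wells for full effect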
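PC3M cells stably expressing PTB-GFP, 750–1000 cells/well, treated 16 h at 37 °C with compound (23 nl of library stock), in duplicate. After paraformaldehyde fixation and Hoechst stain, imaged at 20x; PNC prevalence scored by image analysis.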
15-hLO-2 inh: qHTS Assay for Inhibitors of 15-hLO-2 (15-human lipoxygenase 2). 0.56% of 110,000 active. Polyunsaturated fatty acid lipoxygenase ALOX15B (Homo sapiens), O15296. AID 881, 2007. purified 15hLO-2, xylenol orange hydroperoxide absorbance. Potency, µM (highest dose often 57.1 µM), without a hit: top-dose activity change, negative = inhibition, usual class: inhibitors; further: potency means the concentration at half of the fitted maximal effect; nearly all actives have a fitted effect of over 60% in size; many of its hits are not listed in these tables
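Enzyme 50 nM, AA 45 uM, 25 mM Hepes pH 7.5 + 0.01% Triton X-100; cpd preinc 15 min RT, rxn 90 min RT; stop/detect with 200 uM XO + 300 uM Fe(II) in 50 mM H2SO4, 30 min; A573/A405.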
Starred values were filed as active, the others as inactive; u = inconclusive; x = no result given; [ ] = another dose, or the depositor's remark. Unless noted, the call rests on the fitted dose curve; in most records, active means well fitted curve in the direction sought with a large enough effect; inconclusive means small, poorly fitted or top-dose-only effect, or another doubt; inactive means no such curve, though single readings can be large; an effect the other way counts as inactive or inconclusive. Unless noted, on the % scale 0 is the no-effect control and ±100 the full control effect. Some of the compounds tested (hit frequency here may not be typical).

Labels used below: A = IMPase cell inh; B = ALOX12 inhib; C = PNC assembly inh; D = 15-hLO-2 inh
CC(C)C(NC(=O)C12CC3CC(CC(C3)C1)C2)C(=O)N/N=C/C1=C(N2CCOCC2)C(=C\c2cccc([N+](=O)[O-])c2)/CC1 (stereo not given)
  A: x; B: 2%; C: 2; D: x
O=C(N1CCOCC1)N1c2ccccc2CC(N2CCOCC2)c2ccccc21 (stereo not given)
  A: 14; B: -8%; C: 27; D: 6%
COc1cccc(NC(=S)NNC(=O)Cn2nc(C(F)F)cc2C(F)F)c1
  A: x; B: 17%; C: -21; D: x
C=CCc1cccc(Cl)c1OCCON1C(=O)CCC1=O
  A: -1; B: 3%; C: -30; D: 4%
COc1ccccc1-c1nnc(SCC(=O)NC2CCS(=O)(=O)C2)n1CCc1ccccc1 (stereo not given)
  A: x; B: -3%; C: 35; D: x
CCn1nnnc1NCc1ccc(N2CCCC2)cc1
  A: 20; B: -3%; C: 21; D: 2%[2.29 µM]
Cc1cc(NCCN2CCOCC2)n2ncc(-c3ccccc3)c2n1
  A: 1; B: -2%; C: 27; D: 15%
O=C(c1ccc(Cl)c(Cl)c1)c1cc(-c2ccccn2)c(N2CCOCC2)s1
  A: -19; B: -10%; C: 62; D: -10%
Cc1cc(C)n(CC(O)Cn2c3ccc(Br)cc3c3cc(Br)ccc32)c(=O)n1 (stereo not given)
  A: 9; B: 10%; C: 0; D: 4%
CC(C)(C)C1=C[C@@H](CO)C[C@@H](CO)C1
  A: -2; B: 1%; C: u; D: -4%

Complete entries, looked up by structure:
`C=CCc1cccc(Cl)c1OCCON1C(=O)CCC1=O` across the screens: IMPase cell inh = -1; ALOX12 inhib = 3%; PNC assembly inh = -30; 15-hLO-2 inh = 4%
`CCn1nnnc1NCc1ccc(N2CCCC2)cc1` across the screens: IMPase cell inh = 20; ALOX12 inhib = -3%; PNC assembly inh = 21; 15-hLO-2 inh = 2%[2.29 µM]

Next results follow:
Labels used below: A = IMPase cell inh; B = ALOX12 inhib; C = PNC assembly inh; D = 15-hLO-2 inh
CCOC(=O)c1ccccc1NC(=O)CCNC(=O)Cn1cnc2ccccc2c1=O
  A: 1; B: -9%; C: -9; D: -7%
O=C1CSC(c2ccc(Cl)cc2Cl)N1c1ccccn1 (stereo not given)
  A: -6; B: -1%; C: 17; D: x
Cc1cccc(NC(=O)CN2C(=S)NC(C)(C)CC2C)c1 (stereo not given)
  A: x; B: -3%; C: -9; D: x
CN1CCN(c2nc3c(c(=O)n(C)c(=O)n3C)n2Cc2cccc3ccccc23)CC1
  A: 4; B: 2%; C: 42; D: 10%
CCOC(=O)C1CCCN(c2ncnc3c2oc2ccccc23)C1 (stereo not given)
  A: 3; B: 0%; C: -3; D: 0%
CC1CCN(C(=O)Cn2c(=O)n(CCc3ccccc3)c(=O)c3ccccc32)CC1
  A: -1; B: 2%; C: 30; D: -3%
c1nc(N2CCCCCC2)c2[nH]cnc2n1
  A: 4; B: -1%; C: 4; D: 1%
COC(=O)c1nnn(CC(=O)Nc2cc(Cl)ccc2C)c1C(=O)OC
  A: -5; B: 6%; C: 26; D: 6%
COc1ccccc1CNS(=O)(=O)c1ccc(NC(C)=O)cc1
  A: -2; B: 2%; C: -13; D: 4%
COc1ccc(N2CCN(C(=O)c3cccc(Cn4cc(Cl)cn4)c3)CC2)cc1
  A: 34[activator]; B: -11%; C: -112*; D: -6%
Cc1cc(C)c(S(=O)(=O)N2CCN(C)CC2)c(C)c1
  A: 7; B: -3%; C: 33; D: 3%
CCCCOCCCNC(=O)c1c(-c2ccccc2)noc1C
  A: 4; B: 0%; C: 16; D: -3%
O=C(c1ccco1)N1CCN(S(=O)(=O)c2ccc3c(c2)CCN3C(=O)C2CCC2)CC1
  A: 0; B: 3%; C: 241; D: x
CCC(=O)Nc1ccc(C(=O)OCc2ccccc2Cl)cc1
  A: 1; B: -5%; C: 24; D: 2%
Cc1ccc(Nc2nc(-c3sc(NC(=O)c4ccccc4)nc3C)cs2)cc1
  A: 9; B: -1%; C: -10; D: 3%
COCCN1C(=O)c2ccccc2C(C(=O)NCCCN2CCCC2)C1c1c[nH]c2ccccc12 (stereo not given)
  A: x; B: 6%; C: u; D: x
C/C(=C\C(=O)c1ccc(F)cc1)NCc1ccc2c(c1)OCO2
  A: -3; B: -11%; C: 9; D: 6%
CCOC(=O)c1cnc2c(ccc3ccccc32)c1NCCO
  A: 1; B: -3%; C: 13; D: x
CCOC(=O)C1CCN(C(=O)c2ccccc2N(C)S(=O)(=O)c2ccccc2)CC1
  A: x; B: 0%; C: u; D: x
Cc1cc(=O)[nH]c(N=N/C(=N/Nc2ccccc2C)c2ccccc2)n1
  A: 1; B: -4%; C: 0; D: -20%

Structures above with two or more sulfur atoms:
Labels used below: A = IMPase cell inh; B = ALOX12 inhib; C = PNC assembly inh; D = 15-hLO-2 inh
COc1ccccc1-c1nnc(SCC(=O)NC2CCS(=O)(=O)C2)n1CCc1ccccc1 (stereo not given)
  A: x; B: -3%; C: 35; D: x
Cc1ccc(Nc2nc(-c3sc(NC(=O)c4ccccc4)nc3C)cs2)cc1
  A: 9; B: -1%; C: -10; D: 3%

(further entries)
Labels used below: A = IMPase cell inh; B = ALOX12 inhib; C = PNC assembly inh; D = 15-hLO-2 inh
O=C(NC(Cc1ccccc1)C(=O)O)/C(=C\c1ccco1)NC(=O)c1ccc(Br)cc1 (stereo not given)
  A: 1; B: -13%; C: -4; D: -3%
COc1ccc(NC(=S)Nc2cc(C)ccn2)c(OC)c1
  A: -7; B: -13%; C: 53; D: x
CC(C)(C)CC(C)(C)NC(=S)Nc1ccc2nc(-c3ccccn3)c(-c3ccccn3)nc2c1
  A: -7; B: -28%; C: 3; D: -13%
COc1cc(C2C(C(N)=O)=C(C)Nc3nc(CCCO)nn32)cc(OC)c1OC (stereo not given)
  A: 6; B: -5%; C: 36; D: 3%
COc1cccc(OC)c1-c1nn2c(-c3cc(-c4ccccc4)n[nH]3)nnc2s1
  A: 4; B: 0%; C: 15; D: 37%[activator]
C=CCn1c(SCc2ccc([N+](=O)[O-])cc2)nnc1C(C)NC(=O)c1ccccc1 (stereo not given)
  A: 2; B: -6%; C: 53; D: 2%
C=CCn1c(SC2CCOC2=O)nc2scc(C3CC3)c2c1=O (stereo not given)
  A: 2; B: -2%; C: u; D: -22%
O=C(c1ccc(Cl)cc1)N1CCCOC1
  A: -2; B: 0%; C: 33; D: 1%[2.29 µM]
O=C(NNc1ccc([N+](=O)[O-])cc1[N+](=O)[O-])C1C2CCCCC21 (stereo not given)
  A: x; B: -4%; C: u; D: x
CCOc1ccc(C(C)NC(=O)C2CCC2)cc1 (stereo not given)
  A: x; B: 21%; C: 21; D: x

Grouped by structure, those above with bromine (2)
Labels used below: A = IMPase cell inh; B = ALOX12 inhib; C = PNC assembly inh; D = 15-hLO-2 inh
Cc1cc(C)n(CC(O)Cn2c3ccc(Br)cc3c3cc(Br)ccc32)c(=O)n1 (stereo not given)
  A: 9; B: 10%; C: 0; D: 4%
O=C(NC(Cc1ccccc1)C(=O)O)/C(=C\c1ccco1)NC(=O)c1ccc(Br)cc1 (stereo not given)
  A: 1; B: -13%; C: -4; D: -3%

Two records picked at random from the list so far, as already listed:
Labels used below: A = IMPase cell inh; B = ALOX12 inhib; C = PNC assembly inh; D = 15-hLO-2 inh
O=C(c1ccc(Cl)cc1)N1CCCOC1
  A: -2; B: 0%; C: 33; D: 1%[2.29 µM]
CC(C)(C)CC(C)(C)NC(=S)Nc1ccc2nc(-c3ccccn3)c(-c3ccccn3)nc2c1
  A: -7; B: -28%; C: 3; D: -13%
